PTAP TSG101 blk: blocks PTAP/TSG101 interaction to inhibit HIV-1 budding; Q99816; AID 493005; 340,000 tested, under 10 active; Potency, µM (series often up to 115 µM), for the others: at the highest dose activity change, negative = inhibition, actives largely listed as inhibitors; Fluorescence polarization, FITC-PTAP peptide / Tsg101 binding; active = well fitted inhibition curve with a large enough effect in the main read-out, with a control signal flat, not every such curve was filed as active; inconclusive = small, poorly fitted or top-dose-only effect, or effect the other way, or a change in a side signal; inactive = no such curve, though single readings can be large or run the other way; also: potency is read from the fitted curve at half-maximal effect; % of control where 0% means no effect
Target sequence (Q99816 whole entry, looked up): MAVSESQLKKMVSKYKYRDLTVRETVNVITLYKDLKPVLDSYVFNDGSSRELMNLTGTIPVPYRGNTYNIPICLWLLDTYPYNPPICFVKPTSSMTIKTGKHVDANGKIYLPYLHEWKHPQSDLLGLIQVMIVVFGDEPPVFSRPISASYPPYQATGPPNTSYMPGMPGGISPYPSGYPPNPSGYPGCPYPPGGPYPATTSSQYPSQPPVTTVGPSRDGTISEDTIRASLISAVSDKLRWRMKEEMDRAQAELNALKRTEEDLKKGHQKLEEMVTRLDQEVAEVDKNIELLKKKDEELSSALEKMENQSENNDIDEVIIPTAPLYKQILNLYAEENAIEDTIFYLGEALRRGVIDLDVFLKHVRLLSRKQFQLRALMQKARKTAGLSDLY
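Tsg101 binding domain (10 uM final) was mixed with compound and a FITC-labeled PTAP peptide (50 nM final) in HEPES pH 7.5 buffer with NaCl, Tween 20, EDTA and TCEP; fluorescence polarization was read after 20 min at r.t.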
S-ASM inh: inhibitors of human secretory acid sphingomyelinase. P17405. placental ASM, HMU-PC fluorogenic substrate, 60 min. Potency, µM (titrated, usually from 57.5 µM), without a hit: at the top dose activity change, negative = inhibition, usual class: inhibitors. actives 0.006% (n = 340,000). AID 504937; also: potency is read from the fitted curve at half-maximal effect
Target sequence (P17405 47-631 limits assumed): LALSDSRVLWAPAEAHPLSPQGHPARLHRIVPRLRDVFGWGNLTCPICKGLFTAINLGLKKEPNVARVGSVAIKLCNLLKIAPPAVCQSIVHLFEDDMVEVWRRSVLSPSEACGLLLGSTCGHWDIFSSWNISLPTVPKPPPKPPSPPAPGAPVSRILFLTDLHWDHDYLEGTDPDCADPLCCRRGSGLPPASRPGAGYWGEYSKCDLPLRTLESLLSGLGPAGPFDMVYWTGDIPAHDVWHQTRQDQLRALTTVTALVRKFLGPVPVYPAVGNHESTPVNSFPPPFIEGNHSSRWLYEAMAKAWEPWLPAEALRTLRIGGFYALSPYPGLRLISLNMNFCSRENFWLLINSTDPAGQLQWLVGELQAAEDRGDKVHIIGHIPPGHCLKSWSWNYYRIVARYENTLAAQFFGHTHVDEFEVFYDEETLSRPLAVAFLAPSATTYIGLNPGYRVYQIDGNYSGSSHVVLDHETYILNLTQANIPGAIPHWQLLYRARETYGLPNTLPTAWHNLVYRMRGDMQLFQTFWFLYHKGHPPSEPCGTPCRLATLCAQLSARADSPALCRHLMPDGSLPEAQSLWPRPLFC
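Fluorescence read-out (Ex 386 nm, Em 447 nm) after stopping the reaction at pH 10. Enzyme: ASM from human placenta; substrate HMU-PC0, 9 uM final; 60 min, 37 °C. Compound preincubation 10 min, ambient temperature.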
TCR act: activators of T cell receptors; primary human leukocytes, anti-CD3, IL-2 HTRF, 48 h; Potency, µM (series often up to 9.22 µM), for inactives: top-dose activation of IL-2 secretion, actives largely listed as activators; 330,000 tested, under 10 active; AID 504894; also: % of control where 0% means no effect
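Using a-CD3 beads without co-stimulation, primary human leukocytes were exposed to compounds for 48 hr. An HTRF IL-2 kit measured the cytokine, with europium-to-d2 energy transfer producing emission at 665nm upon 320nm excitation.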
a7 integrin act: activates integrin-mediated alleviation for muscular dystrophy | actives 0.064% (n = 350,000) | alpha7betagal myoblasts, beta-gal FDG fluorescence, 48 h | Potency, µM (highest dose often 38.3 µM), for the others: at the top dose activation, usual class: activators;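 also: potency is read from the fitted curve at half-maximal effect; 100% = response of the positive control SU9516; nearly all actives have a fitted effect of over 60% in size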
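Alpha7betagal+/- myoblasts (passage 13) were plated 16-24 hr, then exposed to compounds (1:260 dilution of DMSO stock) for 48 hours at 37C. After MPER lysis, β-galactosidase reporter activity was read as FDG fluorescence (ex 480/em 540) after 30 minutes.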
MBNL1-CUG inh: inhibitors of human MBNL1 binding to CUG repeat RNA. Q9NR56. TR-FRET MBNL1-His/biotin-(CUG)12 binding, 665/545 ratio. Potency, µM (top dose mostly 57.5 µM), without a hit: at the highest dose activity change, negative = inhibition, hits mostly inhibitors. actives 0.036% (n = 280,000); active = well fitted inhibition curve with a large enough effect in the signal ratio, with a control signal flat, not every such curve was filed as active; inconclusive = small, poorly fitted or top-dose-only effect, or effect the other way, or a change in a side signal; inactive = no such curve, though single readings can be large or run the other way; the % refers to the signal ratio; also: potency is read from the fitted curve at half-maximal effect; % is scaled to controls: 0 for no effect and ±100 for the full control effect
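Inhibition of protein-RNA binding appears as loss of TR-FRET between terbium anti-His antibody on MBNL1-His and streptavidin-XL665 on biotin-(CUG)12. Activity is normalized to buffer-only and uninhibited-complex controls.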
TSHR antagonist: blocks TSH signaling through the human TSH receptor; P16473; TSHR-expressing cells, TSH-stimulated cAMP HTRF, 2 h; hits give low values; activity change, negative = inhibition, % at 11.5 µM; actives 0.2% (n = 330,000); AID 504810;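 active = activity change below a set negative limit, meaning inhibition stronger than a set level, cut at about -70% in these data; inconclusive = activity change between two set negative limits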; also: % is scaled to controls: 0 for no effect and ±100 for the full control effect
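Inhibition of cAMP made by TSHR-expressing cells under TSH stimulation (4nM final, EC80; 2 h, 37 deg C) is quantified with a one-step lysis HTRF kit, anti-cAMP cryptate versus cAMP-d2.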
Menin-MLL TR inh: inhibitors of human menin-MLL interaction, mutant MLL peptide; Menin + Texas Red MLL mutant peptide, fluorescence polarization; Potency, µM (doses to about 61.6 µM), for inactives: at the top dose FP activity change, negative = inhibition, actives largely listed as inhibitors; actives 0.23% (n = 270,000); AID 1768; active = well fitted inhibition curve with a large enough effect in the polarisation, with a control signal flat, not every such curve was filed as active; inconclusive = small, poorly fitted or top-dose-only effect, or effect the other way, or a change in a side signal; inactive = no such curve, though single readings can be large or run the other way; the % refers to the polarisation; also: potency is read from the fitted curve at half-maximal effect; % of control where 0% means no effect; many of its hits are not listed in these tables
AT treatment: potential ataxia-telangiectasia treatments restoring KAP-1 phosphorylation. […] A-T fibroblasts, KAP-1 phosphorylation AlphaLISA; neocarzinostatin DNA damage 30 min before lysis. actives 0.19% (n = 320,000). Potency, µM (highest dose often 57.5 µM), inactives show at the top dose activation, hits mostly activators. AID 485349; also: potency is read from the fitted curve at half-maximal effect; % of control where 0% means no effect; nearly all actives have a fitted effect of over 45% in size
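ATM-like activity read as KAP-1 phosphorylation via AlphaLISA donor/acceptor antibody pairs after lysis and 6 hr at 25C. Cells were ATM-null patient fibroblasts ([…], hTERT), dosed 60 min, then exposed to the DSB inducer NCS for 30 min.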
CXXC DNA block: blocks binding of human MLL CXXC domain to DNA | Q03164 | MLL-CXXC / FITC-HOXA9 DNA fluorescence polarization | Potency, µM (series often up to 115 µM), for the others: top-dose activity change, negative = inhibition, most hits filed as inhibitors | actives 0.037% (n = 290,000); active = well fitted inhibition curve with a large enough effect in the polarisation, with a control signal flat, not every such curve was filed as active; inconclusive = small, poorly fitted or top-dose-only effect, or effect the other way, or a change in a side signal; inactive = no such curve, though single readings can be large or run the other way; the % refers to the polarisation; also: potency is read from the fitted curve at half-maximal effect
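Fluorescence polarization: 7 uM MLL-CXXC (stock) preincubated 5 min with compounds, then 50 nM fluorescein-HOX-A9 DNA (stock) added; 30 min ambient. Buffer 50 mM Tris-HCl pH 7.5, 50 mM NaCl, 1 mM DTT, 0.05% BSA.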
Mito fusion act: inhibitors of mitochondrial division or activators of mitochondrial fusion. S. cerevisiae fusion-defective mutant growth rescue, CellTiterGlo 48 h. actives 0.23% (n = 320,000). Potency, µM (titrated, usually from 46.1 µM), inactives show at the top dose growth rescue (activation), most hits filed as activators;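 also: potency is read from the fitted curve at half-maximal effect; % of control where 0% means no effect; nearly all actives have a fitted effect of over 45% in size; temperature-sensitive fusion mutants such as fzo1-1 at 37 °C on non-fermentable ethanol glycerol medium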
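Luminescent cell viability in 1536-well qHTS format served as the measure of rescued growth in ts fusion-mutant S. cerevisiae cultured on non-fermentable YPEG for 48 hours at 37C.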
* hit, by the source's call; i = inactive; ? = inconclusive; . = not tested or not shown; & = joins results of further samples; [ ] = remark or other dose. Unless noted, calls follow the shape of the dose curve; as a rule, active = well fitted curve in the direction sought with a large enough effect; inconclusive = small, poorly fitted or top-dose-only effect, or another doubt; inactive = no such curve, though single readings can be large; an effect the other way counts as inactive or inconclusive. This is a subset (hit frequency here may not be typical).

SMILES	PTAP TSG101 blk	S-ASM inh	TCR act	a7 integrin act	MBNL1-CUG inh	TSHR antagonist	Menin-MLL TR inh	AT treatment	CXXC DNA block	Mito fusion act
C=CCN1C[C@@H](C)N(C(c2ccc(C(=O)N(CC)CC)cc2)c2cccc(OC)c2)C[C@@H]1C (some centres undefined)	0%	6%	-2%	.	.	-1	.	1%	.	-1%
O=C(c1cc(-c2ccccc2)nc2ccccc12)N1CCC2(CC1)OCCO2	-4%	-1%	.	-3%[7.66 µM]	0%	-11	4%	-4%	-3%	-1%
N[C@@H](CCl)C(=O)O	-4%	-2%	7%	.	.	-17	5%	.	-5%	-11%
CC(Cc1ccccc1)NCCC(=O)NC(C)Cc1ccccc1 (centres undefined)	-2%	4%	-50%	-34%	-5%	-7	-5%	7%	-12%	-8%
COC(=O)C1=C(c2ccccc2)C[C@@H]2CC[C@H]1N2C(=O)N1CCC(C)CC1	1%	0%	6%	14%	.	.	.	.	.	.
C=CCN1CCC23c4c5ccc(O)c4O[C@H]2C(=O)CC[C@@]3(O)C1C5 (some centres undefined)	.	.	.	.	.	-15	25%&-2%	.	-17%&1%	-26%
Fc1ccc(Cn2nnnc2CN2CCC(n3nnc4cc(C(F)(F)F)ccc43)CC2)cc1	-4%	-19%	0%	-3%	-12%	-4	.	1%	18%	3%
CN(C)/C=C1/C(=O)NC(=O)N(CCNc2ncc(C(F)(F)F)cc2Cl)C1=O	-1%	-2%	-5%	6%	6%	-2	15%	-2%	?	0%
CCN1CCN(C(=O)COc2ccc(S(=O)(=O)N3CCOCC3)cc2C)CC1	-4%	1%	-4%	-28%	-4%	-5	-22%	2%	-1%	22%
CCOC(=O)CC(NC(=O)C(Cc1ccc(N(CCCl)CCCl)cc1)NC(C)=O)C(=O)OCC (centres undefined)	-2%	3%	0%	-20%	-18%	-4	-18%	-8%	63%[activator]	14%
COc1ccc(-c2cc(=NCCCCCC(=O)O)c3cc(C)ccc3o2)cc1	0%&-2%	i	-2%&-5%	-19%&2%	?	-2	-7%	1%	11%	0%
COc1ccccc1OCC#CCN1CCCCCC1	-7%	1%	4%	-13%	-7%	13	?	-5%	-5%	-4%
NC(N)=N/N=C/c1ccc(N2CCOCC2)cc1	-2%	24%	4%	-13%	?	1	0%	-3%	2%	3%
CN1/C(=C\C=Nc2ccccc2)C(C)(C)c2ccccc21	0%	-1%	0%	-52%[inhibitor]	10%	-13	?	-2%	9%	-1%
OC1CCCCC1N1CCC(c2ccccc2)CC1 (centres undefined)	-1%	-3%	-1%	.	-10%	-17&5	0%&0%&4%	7%	-12%&4%	-24%&0%
O=c1c2ccccc2nc(CSc2ncnc3nc[nH]c23)n1-c1ccccc1	-9%	7%	-7%	-3%	1%	5	-24%	0%	4%	6%
COc1cc(C)cc(CN2CC=C(c3ccccc3)CC2)c1O	-3%	-1%	-17%	-58%[inhibitor]	-2%	21	-6%	10%	-3%	21%
CN1CCc2c([nH]c3ccccc23)C1	0%	4%	3%	-7%	0%	-1	0%	-2%	3%	-2%
CC1CCC[C@H](O)CCCCCc2cc(O)cc(O)c2C(=O)O1 (some centres undefined)	3%	-5%	5%	.	3%&26%	-8&-30	11%&21%	2%	-2%&3%	?
CN(C(=O)c1ccco1)C1(c2ccccc2Cl)CCCCC1=O (centres undefined)	-6%	-2%	0%	8%	0%	-3	-3%	0%	1%	5%

In the list so far, two have a COOH group.
SMILES	PTAP TSG101 blk	S-ASM inh	TCR act	a7 integrin act	MBNL1-CUG inh	TSHR antagonist	Menin-MLL TR inh	AT treatment	CXXC DNA block	Mito fusion act
N[C@@H](CCl)C(=O)O	-4%	-2%	7%	.	.	-17	5%	.	-5%	-11%
COc1ccc(-c2cc(=NCCCCCC(=O)O)c3cc(C)ccc3o2)cc1	0%&-2%	i	-2%&-5%	-19%&2%	?	-2	-7%	1%	11%	0%

3 structures out of the list, ordered by SMILES length, descending.
SMILES	PTAP TSG101 blk	S-ASM inh	TCR act	a7 integrin act	MBNL1-CUG inh	TSHR antagonist	Menin-MLL TR inh	AT treatment	CXXC DNA block	Mito fusion act
C=CCN1CCC23c4c5ccc(O)c4O[C@H]2C(=O)CC[C@@]3(O)C1C5 (some centres undefined)	.	.	.	.	.	-15	25%&-2%	.	-17%&1%	-26%
O=c1c2ccccc2nc(CSc2ncnc3nc[nH]c23)n1-c1ccccc1	-9%	7%	-7%	-3%	1%	5	-24%	0%	4%	6%
CN1/C(=C\C=Nc2ccccc2)C(C)(C)c2ccccc21	0%	-1%	0%	-52%[inhibitor]	10%	-13	?	-2%	9%	-1%

Later entries
SMILES	PTAP TSG101 blk	S-ASM inh	TCR act	a7 integrin act	MBNL1-CUG inh	TSHR antagonist	Menin-MLL TR inh	AT treatment	CXXC DNA block	Mito fusion act
COC(=O)C(C)Oc1cc(C)cc2oc(=O)c3c(c12)CCC3 (centres undefined)	-5%	-2%	-4%	16%	3%	-11	-14%	-2%	3%	7%
c1ccc(P(c2ccccc2)c2ccccn2)cc1	1%	2%	4%	-8%	2%	5	.	9%	5%	3%
CCN(CC)CCCN=C(C)c1c(O)n(-c2ccccc2)c(=O)[nH]c1=O	-12%	2%	3%	4%	-11%	8	6%	-5%	-6%	-1%
O=c1cccc2n1CC1CC2CN(S(=O)(=O)c2ccccc2)C1 (centres undefined)	-2%	5%	1%	31%	-1%	6	3%	-4%	-5%	-2%
Cc1ccsc1/C=C1\C(=O)NC(=S)N(C)C1=O	-2%	7%	1%	-54%[inhibitor]	17%	-6	?	4%	?	-3%
COC(=O)c1c(C)[nH]c(C(=O)C(C)[N+]23CCN(CC2)CC3)c1C (centres undefined)	3%	-1%	7%	0%	9%	29	-2%	-4%	14%	5%
CSC[C@H](NC(=O)COc1cc2c(c3oc(=O)c(C)c(C)c13)CCC(C)(C)O2)C(=O)O	-1%	133%[activator]	-6%	1%	24%	-1	-6%	-1%	?	-2%
CCOC(=O)c1cn2nc(OP(=S)(OCC)OCC)cc2nc1C	-4%	0%	6%	8%	5%	-3	-19%	15%	-14%	10%
NC(Cc1ccc(N(CCCl)CCCl)cc1)C(=O)O (centres undefined)	.	.	.	.	.	-10	?	.	1%	4%
COc1ccc2c(c1O)C13CCN(C)C(C2)C1CCC(=O)C3 (centres undefined)	-2%	-3%	-4%	2%	.	.	.	.	.	.
CCOP(=O)(OCC)C1(O)C(=O)Nc2ccccc21 (centres undefined)	-3%	1%	6%[46.1 µM]	-32%	-6%	10	10%	-1%	-2%	0%
Cc1ccc(C)c(NC2=NCCCS2)c1	-2%	-2%	-3%	5%	-5%	1	1%	2%	0%	-4%
c1ccc(P(c2ccccn2)c2ccccn2)cc1	0%	-3%	8%	-11%	-1%	13	3%	7%	-2%	1%
CC1([N+](=O)[O-])COP(=O)(Nc2ccccc2F)OC1 (centres undefined)	-1%	1%	-3%	-18%	.	.	.	.	.	.
Cc1ccc2cc(CNCCc3ccccc3C)c(=O)[nH]c2c1	1%	0%	-4%	-27%	-9%	4	-21%	-7%	5%	-3%
CN1CCN(Cc2ccc3ccccc3c2)CC1	0%	5%	-1%	8%	-5%	-5	-4%	-14%	-9%	-2%
COc1ccc(N/N=C/c2c(O)n(-c3ccc(C)c(C)c3)c(=O)[nH]c2=O)cc1	1%	-3%	2%[46.1 µM]	19%	?	1	5%	2%	-5%	-2%
O=c1[nH]c(=O)n(-c2ccc(Cl)cc2)c(O)c1C=NCCN1CCCCC1	-5%	0%	-11%	7%	-7%	2	7%	0%	0%	-2%
CCOc1cc2c(cc1OCC)-n1cccc1C(c1ccc(F)c(OC)c1)NC2 (centres undefined)	-5%	0%	2%	?	-1%	3	?	-4%	28%	-46%[inhibitor]
Cn1c(C(=O)N2CCN(c3nc4ccccc4s3)CC2)cc2sccc21	-4%	?	.	0%[7.66 µM]	33%[activator]	-21	6%	0%	8%	0%
CCCOC(=O)C1C2CCC(O2)C1C(=O)O (centres undefined)	0%	-3%	-7%	1%	.	.	.	.	.	.
Cc1ccc(Cn2nc(C(=O)Nc3ccc(Br)cc3)cc2C)cc1	-5%	-7%	3%	-19%	-1%	-23	?	-16%	-16%	9%

Screens as filed in PubChem BioAssay.
